GSIS activator = GLuc luminescence reporter in INS-1E cells, primary screen for activators of glucose-dependent secretion of insulin | activation, % at 16.6 µM | hit rate 0.61% among 370,000 | INS-1E GLuc reporter insulin secretion, 2-3 h;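 active = lowest replicate activation of at least 40%, so every replicate reaches that level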;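 also: 0% = median of neutral control wells and 100% = median of IBMX positive control wells; some compounds called inactive have numbers as strong as hits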
ARNT TACC3 PPI = disruptors of ARNT/TACC3 protein interaction, primary screen, biochemical, AlphaScreen, single concentration; inhibition, % at 9.99 µM; hit rate 0.66% among 390,000; AID 623870, 2012; AlphaScreen His-ARNT PAS-B/GST-TACC3 binding, luminescence; TACC3 fragment carries E629A point mutation; Transforming acidic coiled-coil-containing protein 3 (Homo sapiens), Q9Y6A5;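 active = mean inhibition of replicates at least 50% and at least half of replicates each reaching 50%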;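 also: 0% = complete ARNT plus TACC3 wells and 100% = ARNT alone without TACC3; many hits fall short of the cut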
RAD52 anneal inh = RAD52 DNA annealing inhibitors, primary screen, biochemical, FRET, single point, set 2 | DNA repair protein RAD52 homolog (Homo sapiens), P43351 | recombinant RAD52 DNA annealing, FRET fluorescence | inhibition, % at 18.7 µM | hit rate 0.46% among 360,000 | AID 651710, 2012;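 active = every replicate showing at least 50% inhibition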
Target sequence (P43351 whole entry, looked up): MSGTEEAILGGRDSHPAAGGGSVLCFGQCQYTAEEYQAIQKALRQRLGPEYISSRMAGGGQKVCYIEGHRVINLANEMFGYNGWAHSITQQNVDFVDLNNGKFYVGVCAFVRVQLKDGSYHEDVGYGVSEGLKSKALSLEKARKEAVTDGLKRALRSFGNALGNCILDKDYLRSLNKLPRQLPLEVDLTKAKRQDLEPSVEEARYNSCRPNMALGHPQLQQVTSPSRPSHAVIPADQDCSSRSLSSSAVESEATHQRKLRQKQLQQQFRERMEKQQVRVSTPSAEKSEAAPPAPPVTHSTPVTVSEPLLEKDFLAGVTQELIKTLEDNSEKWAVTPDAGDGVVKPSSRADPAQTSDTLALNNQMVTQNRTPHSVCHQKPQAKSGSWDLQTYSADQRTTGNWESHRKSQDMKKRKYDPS
ERAP1 inh = human ERAP1 aminopeptidase inhibitors, primary screen, biochemical, single point, plate reader. recombinant ERAP1, Leu-AMC fluorescence, 60 min. inhibition, % at 10.7 µM. hit rate 0.15% among 340,000. AID 652197, 2013;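 active = mean replicate inhibition of at least 30%, or all replicates individually reaching that 30% level; inactive = mean below 30% and not every replicate reaching it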;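 also: 0% = neutral control wells and 100% = L-leucinethiol positive control wells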
Xi reactivation = activators of inactive X chromosome reactivation, primary screen, imaging, XiGFP fibroblasts, GFP high-content imaging, set 2. hit rate 0.055% among 360,000. activation, % at 7.58 µM. AID 743238, 2013. XiGFP mouse fibroblasts, % GFP-positive cells imaging, 3 d; cells co-treated with 5-aza-dC sensitizer; scaled so ellipticine positive control = 100%;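 active = mean normalized replicate activation at least 10% and every replicate at or above 10%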;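 also: 0% = median of on-plate neutral control wells and 100% = ellipticine 6 µM median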
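Material: SV40-immortalized XiGFP fibroblast cells, line 68-5-11 | Buffer or medium: DMEM containing 5-aza-dC | Dosing: One concentration, pinned | Times: 3 d treatment, 15 min room-temperature fixation | Controls: Ellipticine 6 µM positive control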
esBAF inh = Bmi1 luciferase reporter increase in mESCs, primary screen, esBAF inhibitor project, mouse ES cells, Bmi1 luciferase knock-in, single point; 24 h; 100% = twice the neutral-well signal; reporter increase, % at 12.5 µM; hit rate 2% among 350,000; in the data active = activation above about 40%;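 also: 0% = median of the plate's neutral control wells and 100% = double that signal; a rise in the Bmi1 reporter signal indicates esBAF inhibition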
RAD54 branch = inhibitors of human RAD54 branch migration, primary screen, biochemical, fluorescence, single point; inhibition, % at 10.4 µM; DNA repair and recombination protein RAD54-like (Homo sapiens), Q92698; AID 602329, 2012; RAD54 Holliday junction branch migration, FAM/BHQ fluorescence; hit rate 0.14% among 360,000;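 active = mean normalized replicate activity at least 40 and at least half of replicates scoring 40 or more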;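 also: 0% = median of neutral control wells and 100% = median of positive control wells; inhibitors cause a drop in the FAM fluorescence signal; in these data hits start at about 50%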
CFTR F508del cor = F508del CFTR correction, initial screen, CFBE line, single point; CFBE cells, YFP halide quenching; stimulated with forskolin plus potentiator P3; % fluorescence drop versus neutral controls; activity (quench increase), % at 7.58 µM; hit rate 0.36% among 350,000; AID 720511, 2013;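 active = mean added fluorescence quench of at least 8% versus neutral control, with both replicates also reaching 8%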;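 also: cells transiently co-express mutant CFTR-F508del with the halide-sensitive YFP; corrector assay measuring rescue of mutant channel to the surface after 24 h compound exposure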
Active calls of the source: *; x = no result given. Hits appear at their usual frequency; overall some 3.3% were active at least once.

Values in the order: Xi reactivation, GSIS activator, CFTR F508del cor, esBAF inh, RAD52 anneal inh, RAD54 branch, ERAP1 inh, ARNT TACC3 PPI
> CC(C)(C)S(=O)N1Cc2ccc(CO)cc2[C@H]1CCO (stereo not given in full)
  0.2, 4, 0.5, 1, -19, -3, 0, 2
> Cc1ccc(-c2nnn(CC(=O)N(c3cccc(O)c3)C(C(=O)NC(C)(C)C)c3cccs3)n2)o1 (stereo not given)
  x, -12, -0.5, 6, -49, x, 0, 9
> CCOc1ccccc1-n1c(=S)sc2c(=O)n(-c3ccccc3)c(=S)[nH]c21
  0.0, -15, 2.6, x, -4, x, -2, -8
> CCCc1cc(=O)[nH]c2nnc(SCC(=O)NC3CCCCC3)n12
  0.1, 6, 1.2, 3, -9, 5, 4, -4
> CC1CCN(C(=O)c2ccc3c(=O)n4c(nc3c2)CCCCC4)CC1
  0.0, -10, -3.2, 11, -2, -16, 1, 2
> Cc1cc(C)nc(Nc2n[nH]c(-c3ccccc3Cl)n2)n1
  -0.9, 24, 2.9, x, -12, x, 1, -1
> CC1(CC(=O)O)C(=O)N=C2C=CC=CN21 (stereo not given)
  x, -3, -0.5, -8, -7, 5, 0, 2
> O=C(COC(=O)[C@H](Cc1ccccc1)NC(=O)c1ccco1)Nc1ccccc1
  0.2, -53, -0.1, -5, -3, 8, 0, x
> COCCNC(=O)c1onc(CSc2ccc(F)c(F)c2)c1C(=O)NCCOC
  0.0, 5, 4.2, 1, x, -6, x, -6
> COc1ccc(C#Cc2ccc([C@H]3[C@@H](CO)N4CCCCN(C(=O)Nc5ccc(F)cc5)C[C@H]34)cc2)cc1
  1.4, 2, -3.2, x, -12, -12, 0, -2
> O=S(=O)(NC(CO)Cc1ccccc1)c1ccc(Br)cc1F (stereo not given)
  0.1, -5, 1.3, -2, -16, -17, 0, -1
> COc1cc(CN2CCC(Oc3cc(C(=O)NC4CC4)ccc3OC)CC2)cc(OC)c1
  0.2, 85, 0.6, -3, -12, 1, 1, 2
> CCOc1ccccc1N(CC(=O)Nc1ccccc1C(=O)N1CCOCC1)S(C)(=O)=O
  0.0, -9, 0.7, -2, -11, -6, -3, -6
> Cc1ccc(N/N=C/c2c(C)c(C#N)c(=O)n(C)c2O)cc1C
  0.0, -11, x, x, x, -8, x, 11
> CC(C)c1ccc(S(=O)(=O)N2CCN(C(=O)CN3C(=O)c4ccccc4C3=O)CC2)cc1
  0.2, -4, -0.6, -5, -122, 2, 0, 3
> CC(C)(C)NC(=O)CSc1nc2cc(S(=O)(=O)N3CCCCC3)ccc2o1
  -0.1, 9, 1.3, 8, -16, 0, 1, -5
> COC(=O)[C@@H]1C[C@@]2(O)[C@@H](O)[C@@H](O)[C@@H](O)C[C@H]2N1CC1CCCCC1
  -0.6, -3, 1.4, 3, -18, 2, -3, -3
> CCN1CCN(c2cc(C)c3cc(NC(=O)CCC(=O)Nc4ccc(OC)c(OC)c4)ccc3n2)CC1
  0.0, -18, 4.5, -4, -2, -6, -2, 19
> C=CCn1nc2ccccc2c1OCCO
  0.1, -13, -0.7, 11, -14, -3, -3, 0
> CO/C=C\C=C/c1nnn(-c2ccc(Cl)cc2)n1
  0.0, -4, -2.9, x, -9, x, 1, -6
> O=C(Nc1cc(Cl)ccc1Cl)N1CCN(C(=O)Nc2cc(Cl)ccc2Cl)CC1
  0.0, -24, 2.7, x, 1, x, x, -4
> Cc1ccccc1NC(=O)NC(N)=O
  0.0, -8, -2.7, x, -7, x, -1, 1
> Cc1cccc(S(=O)(=O)N2CCCCN3[C@@H](CO)[C@H](c4ccc(C#C[C@@H](C)O)cc4)[C@@H]3C2)c1
  0.0, -5, 1.1, 5, -2, -13, 0, 1
> O=S(=O)(c1ccc(Br)cc1)c1cnc2ccccc2n1
  0.1, 0, -3.5, x, 0, x, -8, -7
> Cc1c(C)c2c(OCC(=O)NCc3cccnc3)cc3c(c2oc1=O)CCC(C)(C)O3
  x, -4, -1.2, 13, -1, -2, x, -15
> O=C1CN(S(=O)(=O)Cc2ccccc2)C[C@@H]2[C@H](c3ccc(C#Cc4ccc(F)cc4)cc3)[C@@H](CO)N12
  0.2, 9, 0.2, x, -11, x, 0, x
> C[C@@H]1CN([C@@H](C)CO)S(=O)(=O)c2ccc(-c3cccnc3)cc2O[C@@H]1CN(C)C(=O)NC1CCCCC1
  1.2, 4, -1.5, 0, 4, 0, -1, -5
> OC(c1ccccc1)(c1ccccc1)C1CCN(CCCOc2ccccc2Cl)CC1
  -0.2, -15, -1.8, x, 55*, x, -1, x
> Cc1ccc(C(=O)O)cc1N1CCCC1=O
  0.4, 26, -0.3, x, -9, x, 2, -23
> NC(=O)c1ccccc1NC(=O)N1CCOCC1
  0.1, 8, 1.6, 2, 2, 0, 0, 37
> CN(C(=O)COC(=O)c1cccc(NS(=O)(=O)c2ccc(F)c(F)c2)c1)C1CCS(=O)(=O)C1 (stereo not given)
  0.0, 1, -0.2, x, -15, x, 0, -5
> COc1ccc(-n2c(-c3ccc(Cl)cc3)n[nH]c2=S)c(OC)c1
  0.0, x, 3.3, 6, -6, 3, -2, x
> CN(Cc1ccccc1)C(=O)C1CCN(S(C)(=O)=O)CC1
  -0.1, -3, 0.2, x, -13, x, -2, -12
> COC(=O)c1cccc(CSC(=S)N2CCCC2)c1
  0.1, x, -1.2, 36, -2, 4, 3, -5
> Cc1ccc(SCC(=O)N/N=C/c2ccco2)cc1
  0.0, x, 0.5, 1, 6, -2, 9, 3
> COc1ccc(C(C)(O)c2nc(-c3cccs3)cs2)cc1 (stereo not given)
  0.1, -13, -0.6, -2, 3, 4, 2, x
> C[C@H](CO)N1C[C@H](C)[C@@H](CN(C)Cc2ccncc2)OCCCC[C@H](C)Oc2ccc(NS(=O)(=O)c3cccs3)cc2C1=O
  0.2, 6, -0.7, 4, 2, -8, 1, -2
> COc1cccc(-c2nc(CS(=O)(=O)CC(=O)NCCCN3C(C)CCCC3C)c(C)o2)c1 (stereo not given)
  0.0, 10, 0.3, x, -4, x, 2, 11
> CCN1CCN(S(=O)(=O)c2ccc(Cl)c(C(=O)N(C)C3CCCCC3)c2)CC1
  0.2, x, -2.0, -7, -134, 13, 14, x
> O=C(COc1ccc(Br)cc1CO)Nc1ccccc1F
  x, 5, x, 33, x, 2, x, -2
> O=C(Nc1cccc(F)c1)N1CC(=O)N2[C@@H](CO)[C@@H](c3ccc(-c4ccccc4F)cc3)[C@@H]2C1
  0.2, -24, 0.0, x, -6, x, -1, x
> CCCC(=NC(C)CC)C1=C(O)CC(c2ccccc2)CC1=O (stereo not given)
  x, 2, 3.1, 7, -8, 0, 0, 5
> CCCCNC(=O)c1c(CSc2ccc(Cl)cc2)noc1C(=O)NCc1ccccc1
  -0.1, x, -1.6, -3, 7, 2, -2, -4
> CC(C)(C)c1ccc(O)c(N=Cc2cc3c(cc2[N+](=O)[O-])OCO3)c1
  0.4, 5, -4.7, 2, -1, -2, x, -4
> S=C(Nc1ccccc1)Nc1ccc2cn[nH]c2c1
  0.0, -21, 2.9, 39, -8, x, -1, -4
> Cc1c(NS(=O)(=O)c2cc(C(=O)N3CCCC(C)C3)ccc2Cl)c(=O)n(-c2ccccc2)n1C (stereo not given)
  0.0, 8, -0.2, 0, -4, 7, -4, -4
> O=C(c1ccc(F)cc1)N1CC(=O)N2[C@H](CO)[C@@H](c3ccc(C#CC4CC4)cc3)[C@H]2C1
  0.1, -12, 1.9, x, 5, x, 1, x
> O=C(Nc1nc2ccc(Cl)cc2s1)c1cccc(N2C(=O)CCC2=O)c1
  0.0, 3, 0.1, 67*, -30, 8, 2, -15
> CCOC(=O)c1cc(-c2cccnc2)nn1-c1ccccn1
  x, -3, x, 1, x, 7, x, 3
> COc1ccc(C#Cc2cnc3c(c2)C(=O)N([C@@H](C)CO)C[C@H](C)[C@@H](CN(C)C)O3)cc1
  0.5, -12, 1.9, -1, 37, 12, 0, -4
> COc1cc(/C=C(\C#N)C(=O)NCC2CCCO2)ccc1OCCC(C)C (stereo not given)
  -0.1, -11, -1.4, x, -6, x, 8, 3
> COc1ccccc1-c1cc(C(=O)N2CCCCC2)no1
  -0.2, -4, 0.3, 52*, -4, 10, -1, -3
> Cc1[nH]c2ccc(F)cc2c1CCN(Cc1cccnc1)C(=S)Nc1cccc(F)c1
  0.1, -35, -1.5, x, -8, x, 1, -6
> Cc1cc(C)c2cc(C#N)c(NCCNC(=O)c3ccccc3)nc2c1
  0.1, 2, -6.2, x, -24, x, 2, x
> Cc1ccc(OCC(=O)NC(=S)Nc2cccc(NC(=O)c3ccccc3Cl)c2)cc1
  0.0, -6, -2.5, -2, -60, 8, 1, -4
> O=C(COc1ccccc1[N+](=O)[O-])Nc1ccc2c(c1)OCO2
  0.0, -3, -2.3, 58*, -14, 0, 0, -3
> O=C(Nc1ccccc1F)N1CCCCN2[C@H](C1)[C@H](c1ccc(-c3cccnc3)cc1)[C@@H]2CO
  0.2, 7, 0.1, x, 8, -16, -2, -15
> CCC(=O)Nc1ccc2c(c1)OC[C@H](C)N(C(=O)c1ccccn1)C[C@@H](C)[C@@H](OC)CN(C)C2=O
  -0.1, 14, x, -4, 13, 6, -1, -10
> CCN1CCN(C(CNC(=O)c2ccc3c(c2)OCO3)c2cccnc2)CC1 (stereo not given)
  0.1, 5, 2.9, 9, -8, -11, 3, 1
> CC(C)[C@@H](C(=O)N[C@@H](CCc1ccc(O)cc1)C(=O)O)N(C)C(=O)[C@H](CO)NC(=O)[C@@H](O)[C@H](N)CCCCCCCCl
  x, x, 0.1, 6, -2, -4, 62*, x
> C[C@H]1CCCCO[C@@H](CN(C)C(=O)Cc2ccccc2)[C@@H](C)CN([C@@H](C)CO)C(=O)c2cc(NS(=O)(=O)c3ccccc3)ccc2O1
  0.1, -34, -0.9, 13, -3, 4, 0, -10

Whole records, looked up by structure:
Cc1ccc(OCC(=O)NC(=S)Nc2cccc(NC(=O)c3ccccc3Cl)c2)cc1 is entered as Xi reactivation = 0.0; GSIS activator = -6; CFTR F508del cor = -2.5; esBAF inh = -2; RAD52 anneal inh = -60; RAD54 branch = 8; ERAP1 inh = 1; ARNT TACC3 PPI = -4
COC(=O)[C@@H]1C[C@@]2(O)[C@@H](O)[C@@H](O)[C@@H](O)C[C@H]2N1CC1CCCCC1 is entered as Xi reactivation = -0.6; GSIS activator = -3; CFTR F508del cor = 1.4; esBAF inh = 3; RAD52 anneal inh = -18; RAD54 branch = 2; ERAP1 inh = -3; ARNT TACC3 PPI = -3
O=C(Nc1cccc(F)c1)N1CC(=O)N2[C@@H](CO)[C@@H](c3ccc(-c4ccccc4F)cc3)[C@@H]2C1 is entered as Xi reactivation = 0.2; GSIS activator = -24; CFTR F508del cor = 0.0; esBAF inh = x; RAD52 anneal inh = -6; RAD54 branch = x; ERAP1 inh = -1; ARNT TACC3 PPI = x

Two entries picked at random from those above, as already listed:
Values in the order: Xi reactivation, GSIS activator, CFTR F508del cor, esBAF inh, RAD52 anneal inh, RAD54 branch, ERAP1 inh, ARNT TACC3 PPI
> O=C(COC(=O)[C@H](Cc1ccccc1)NC(=O)c1ccco1)Nc1ccccc1
  0.2, -53, -0.1, -5, -3, 8, 0, x
> CC(C)(C)NC(=O)CSc1nc2cc(S(=O)(=O)N3CCCCC3)ccc2o1
  -0.1, 9, 1.3, 8, -16, 0, 1, -5
